# Screening data (PubChem BioAssay)
# Insulin prom up – MIN6 insulin promoter up-regulation. MIN6 insulin promoter-GFP reporter, high-content imaging; stronger effect = higher value. z-score at 5 µM. 190,000 tested, 0.3% active;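 active = z-score above 3 at 5 µM with at least 500 cells counted in the well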
# PMI inhibitors – inhibitors of human PMI, primary screen, biochemical, fluorescence intensity, coupled assay (AID 1209) | 190,000 tested, 0.42% active | one-dose inhibition, % at 20 µM; IC50 in µM for titrated hits | purified PMI enzyme, coupled fluorescence intensity; higher % means a stronger effect;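 also: plate controls were DMSO vehicle for no effect and wells lacking substrate for full effect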
# T cell modulator – T cell immune modulation candidate. 330,000 tested, 0.068% active. 2C CD8+ T cell-vesicle binding, flow cytometry; stronger effect = lower value. calls only at 7 µM. AID 2052;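 active = response, share of CD8 T cells binding vesicles, and their 90th percentile fluorescence all below set limits, cut at about 80% in these data, passing the limit was not always enough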
#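 Also added: QL9-peptide-loaded Drosophila micro-vesicles bearing Ld, ICAM-1 and B7-1; Test system: purified 2C TCR transgenic mouse naive CD8+ T cells; Measured by: cytometric PE anti-B7-1 and Alexa647 anti-CD8 signals after 1% paraformaldehyde fixation; Timing: binding step 1.5 h, 37 °C, antibody labelling 20 min, ice.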
# Autophagy mod – alters autophagy in cells. MEF GFP-LC3 puncta imaging; test concentration mostly 10 µM. calls only at 10 µM (by protocol). 190,000 tested, 0.98% active. AID 463193;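 active = percentage of spot-positive cells more than 3 SD above its plate mean, without a fluorescence outlier flag or 80% toxicity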;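 also: spot-positive cell cutoff set from DMSO-treated cells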
# MT stabilizer – microtubule stabilizers in HeLa cells; 200,000 tested, 0.83% active; % tubulin-high responders, % at 10 µM; HeLa tubulin immunostaining HCS, 24 h; share of cells brighter than vehicle mean+2SD;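 active = plate Z-score above 3 for both tubulin-high and condensed-nucleus cell shares, with cell loss under 80%, at 10 µM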;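 also: anti alpha tubulin signal scored within the nucleus-defined area of each cell; some results filed as inactive read as strong as hits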
# PMI inhibition – MPI inhibition at elevated mannose 6-phosphate – biochemical, fluorescence intensity, high mannose 6-phosphate, primary screen (AID 1220) | 190,000 tested, 0.66% active | recombinant PMI enzyme, coupled fluorescence intensity; higher % means a stronger effect | inhibition, % at 20 µM; hits with a dose series show IC50 in µM
# bCat nuc transl – alters nuclear translocation of beta-catenin in HeLa cells | immunofluorescence imaging | 190,000 tested, 0.3% active | nuclear translocation activity, % at 5 µM;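 active = nuclear translocation activity above 50% at 5 µM, with a well cell count of 50 or more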;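 also: per-cell ratio of nuclear to cytoplasmic median beta-catenin stain intensity; plate controls were DMSO negative control for no effect and GSK-3 inhibitor IX positive control for full effect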
#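 test system = HeLa cells, endogenous beta-catenin | dosing = single 5 µM dose plus 0.02–20 µM confirmation series | times = compound treatment 24 h, 37°C, 5% CO2 | technique = beta-catenin immunofluorescence imaging with DAPI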
# Lipid droplet – hepatic lipid droplet formation modulation | AML12 mouse hepatocytes, oleate lipid droplets, BODIPY imaging | inhibition, % at 6.5 µM | 240,000 tested, 0.4% active | AID 1656;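 active = lipid droplet intensity inhibited by at least 50%, with more than 500 cells counted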
#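 Assay system: AML12 mouse liver cells | Compound dosing: One dose, 6.5 µM compound | Read-out basis: Droplet intensity reduction, % inhibition | Measured by: Fluorescence imaging, 20x objective, two fields per well | Schedule: Overnight treatment with compound plus oleate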
# TNAP activators – human TNAP enzyme activators, primary screen, biochemical, luminescent, no phosphate acceptor, uHTS (AID 1001) | activation fold at 20 µM; hits with a dose series show EC50 in µM | 200,000 tested, 0.03% active | purified TNAP, luminescent activation assay, no phosphate acceptor; higher activation fold means a stronger effect; in the data active = activation fold from about 3, or a potency from the dose series; inactive = the rest, 99 in 100 with activation fold below about 1.6; also: many of its hits are not listed in these tables
# Insulin prom up cell count – also measured in Insulin prom up; calls as there; cell count; measured here: cytotoxicity, nuclei count;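 total cells summed across four imaged fields per well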
# Lipid droplet cells 6.5 µM – second read-out of Lipid droplet, no call of its own (marks repeat the call); cell count; measured here: cell count, cytotoxicity flag;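 cells counted across two imaged fields per well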
# bCat nuc transl cell count 5 µM – second read-out of bCat nuc transl, no call of its own (marks repeat the call); cell count; measured here: cell count, cytotoxicity flag
# T cell modulator vesicle-bound % – also measured in T cell modulator; calls as there; double positive events, %; measured here: CD8+ vesicle-bound cell fraction;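 binding gate set so that unloaded-vesicle control wells show 10% double positive cells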
# MT stabilizer Hoechst-high % – recorded beside MT stabilizer, whose call it bears; % Hoechst-high responders; measured here: nuclear condensation Hoechst responders;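 share of cells brighter than vehicle mean plus two SD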
# MT stabilizer cytotoxicity % – second read-out of MT stabilizer, no call of its own (marks repeat the call); toxicity, %; measured here: cytotoxicity by cell density;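 0% = mean cell density of plate MIN control wells and 100% = no cells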
# Autophagy mod cell loss 18 h – further read-out of Autophagy mod, marked with its call; toxicity, %; measured here: cell loss, nuclei count;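 cell loss after 18 h compound exposure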
# * = called active by the depositor; i = inactive; . = no result given. Rule as the data show it, unless noted: active = inhibition above about 50%; inactive = the rest.
SMILES,Insulin prom up,Insulin prom up cell count,PMI inhibitors,T cell modulator,T cell modulator vesicle-bound %,Autophagy mod,Autophagy mod cell loss 18 h,MT stabilizer,MT stabilizer Hoechst-high %,MT stabilizer cytotoxicity %,PMI inhibition,bCat nuc transl,bCat nuc transl cell count 5 µM,Lipid droplet,Lipid droplet cells 6.5 µM,TNAP activators
COC(=O)CC(NC(=O)c1ccco1)c1cccc2ccccc12 (stereo not given),-0.31,828,12%,i,27,i,1,1.1,1.3,4.7,9%,-1.8,1075,1,752,1
Cc1c([N+](=O)[O-])c([N+](=O)[O-])nn1CC(=O)N1CCOCC1,-1.2,1212,-11%,i,36,i,16,1.5,1.5,6.1,-1%,0.1,990,-58,753,1.1
COC(=O)c1ccccc1NC(=O)c1ccco1,0.57,1500,-12%,i,26,i,-9,1.5,1.1,6.0,-10%,-2.9,696,.,.,1
CCc1nnc(NC(=O)CSc2nc(C)c3c(c2C#N)CCCC3)s1,-0.98,1369,-4%,i,54,i,-37,26*,27*,39*,1%,4.4,1397,.,.,1.1
Cc1ccccc1S(=O)(=O)c1c(C)cc(C)n(C)c1=O,0.11,1253,6%,i,48,i,-10,2.6,2.8,9.9,15%,-2.0,1114,-3,708,1.1
C=CCn1c(Cc2cccs2)nnc1SCC(=O)Nc1cccc(OC)c1,0.01,1373,12%,i,27,i,2,3.0,2.0,13,9%,-2.3,970,.,.,1.1
COc1ccc(CCn2c(=O)c3cccnc3n(Cc3cccc([N+](=O)[O-])c3)c2=O)cc1OC,.,.,5%,i,45,i,7,2.6,1.6,1.9,11%,-2.2,935,-22,658,1
CC1=C(C(=O)OCc2ccccc2)C(/C=C/c2ccccc2)N2C(=O)CCSC2=N1 (stereo not given),-0.33,1350,10%,i,45,i,-3,3.7,3.2,12,10%,.,.,-5,643,1.1
O=C(CCl)NC1CCCc2ccccc21 (stereo not given),1.4,1237,-5%,i,4,i,13,4.1,2.6,7.5,-2%,2.2,1034,-13,716,1.1
CCC(=O)Nc1cccc(C2=NOC3(C2)C[C@H](C(N)=O)N(C(=O)CC#N)C3)c1 (stereo not given in full),0.14,995,.,i,36,.,.,.,.,.,.,-0.3,1159,-12,687,.
O=S(=O)(c1ccccc1)N1CCN=C1SCc1cccnc1,-0.76,1179,-14%,i,37,i,5,4.1,2.6,5.0,-7%,1.6,1126,-16,672,1.1
COc1cc(OC)c(C(=O)NCC(c2cccs2)N(C)C)cc1OC (stereo not given),-0.56,1367,-5%,i,31,i,11,2.1,2.9,8.7,-6%,-2.3,1106,16,689,1.1
CCCCOc1cccc(C(=O)NC(=S)Nc2cccc(C(F)(F)F)c2)c1,-0.1,1270,24%,i,18,i,9,2.6,1.6,8.3,11%,-0.9,1134,-5,615,1.2
Cc1ccc(C(=O)N/N=C\c2ccc(-c3ccc([N+](=O)[O-])cc3)o2)cn1,-0.14,1345,.,i,28,.,.,.,.,.,.,-0.8,1339,-7,681,.
Cc1nn(Cc2nc(-c3cccs3)no2)c(C)c1Br,-1.6,981,5%,i,31,i,13,3.3,2.1,12,10%,1.1,1166,.,.,1
CCOC(=O)c1ccc(NC(=O)C(=O)NCc2ccccn2)cc1,0.03,1482,11%,i,35,i,8,3.4,1.6,12,14%,1.0,1543,18,727,1.2
CC(C)C(C(=O)OCC(=O)c1ccc2c(c1)NC(=O)CO2)N1C(=O)c2ccccc2C1=O (stereo not given),-0.28,1263,11%,i,27,i,-14,4.4,2.6,15,3%,2.4,1127,8,787,1
O=C(CNCC1CCCCC1)Nc1ccc(N2CCCCC2)cc1,-0.1,1341,3%,i,16,i,8,7.4,1.1,28,7%,-0.4,1052,13,682,1.1
C=CCOc1ccc2ccccc2c1CNc1ncn[nH]1,.,.,16%,i,49,i,-1,3.2,1.5,2.1,10%,.,.,-8,715,1.1
O=C(CNC(=O)c1ccc(Oc2ccccc2)cc1)OC1CCCCC1=O (stereo not given),1.8,749,-10%,i,56,i,-7,1.3,1.9,6.9,-4%,.,.,9,755,1.3
CCCCN(C)C(=O)c1nc2ccccn2c1CN(C)Cc1csc(C)n1,0.04,1356,0%,i,52,i,14,1.5,1.0,2.3,1%,1.9,1063,3,777,1.1
Cc1cc(C(F)(F)F)c(C#N)c(Sc2ccccc2)n1,0.11,1565,2%,i,31,i,-18,3.0,1.4,3.9,0%,3.2,987,-4,640,1.1
COc1ccc(/C=N/NC2=NCCCCC2)c(OC)c1,0.08,1306,-18%,i,47,i,12,3.2,1.2,0.4,4%,-2.6,1075,2,690,1.1
COc1cc(C(c2sc3nc(C)nn3c2O)N2CCOCC2)cc(OC)c1OC (stereo not given),0,1276,-6%,i,13,.,.,2.0,2.0,8.5,-6%,-2.5,1205,-2,725,1.1
Cc1onc(-c2ccccc2)c1C(=O)N/N=C/c1c[nH]c2ccccc12,0.23,1415,7%,i,46,i,1,2.3,2.3,4.7,0%,-0.1,942,-42,708,1
COCCN(C(=O)CSc1nnc(Nc2ccccc2F)s1)c1c(N)n(Cc2ccccc2)c(=O)[nH]c1=O,-0.7,870,-2%,i,17,i,-3,1.8,1.1,5.6,-4%,-3.2,1284,-2,687,1
CCc1ccc(C(=O)Nc2nnn(CC)n2)cc1,1.1,1251,2%,i,54,i,9,2.4,2.6,3.5,0%,1.2,919,-1,757,1.1
CCOC(=O)c1csc(NC(=O)CSc2nnnn2-c2cccc(OC)c2)n1,.,.,12%,i,32,i,-12,3.4,2.1,3.0,5%,-2.0,541,-9,723,1.1
CCOC(=O)N1CCN(c2ccc(C(C)=O)cc2F)CC1,1.1,1129,-18%,i,37,i,3,1.7,0.1,24,-18%,-3.9,515,-40,753,1
CCOC(=O)N1CCC(NC(=O)C(C)n2c3ccccc3c3cnn(C)c(=O)c32)CC1 (stereo not given),-0.25,1220,4%,i,38,i,3,2.3,3.0,8.4,1%,-1.5,1124,-1,724,1.1
CCc1n[nH]c(=S)n1/N=C/c1ccc(N(C)c2ccccc2)cc1,-0.44,1162,10%,i,47,i,16,4.3,1.9,4.7,3%,-2.0,1025,-16,738,1.7
O=C(NCCN=C1NS(=O)(=O)c2ccccc21)c1ccc2nccnc2c1,1.2,996,3%,i,30,i,21,3.9,3.3,4.5,20%,-3.1,901,.,.,1.1
CCOC(=O)C(C)Oc1nc(Oc2ccccc2)nc(N(C)C)n1 (stereo not given),0.66,1242,10%,i,28,i,10,3.2,3.3,4.7,6%,-3.6,1208,0,781,1.1
c1cncc(-c2nc(NCCCn3ccnc3)c3ccccc3n2)c1,-2.9,1085,3%,i,28,i,-6,3.0,3.1,11,5%,-1.1,1075,1,638,1
Cc1cc(C(=O)Nc2cccc(S(=O)(=O)N3CCCCC3)c2)c2ccccc2n1,-1.4,1241,4%,i,13,i,-8,1.8,3.0,2.0,8%,-0.6,1088,-23,681,1.2
O=C(NCc1ccccn1)c1ccc([N+](=O)[O-])cc1,-0.22,1265,-1%,i,70,i,0,3.3,3.1,9.1,2%,.,.,-9,724,1
O=c1c2ccccc2nnn1CSc1ccc2ccccc2n1,0.12,1438,-1%,i,15,i,-7,2.6,2.5,7.3,-7%,-1.7,1079,-14,558,0.9
C=CCC(COCc1ccccc1)NS(=O)(=O)c1ccccc1Br (stereo not given),0.31,1050,.,i,16,.,.,.,.,.,.,0.3,1150,-1,673,.
CCCC(=O)Nc1cc(OCC)c(NC(=O)NC2CCCCC2)cc1OCC,0.6,1271,0%,i,16,i,5,1.1,1.2,6.2,19%,1.0,1145,.,.,1
COc1ccc2nc(SCC(=O)N(C)C3CCCCC3)c(C#N)cc2c1,-0.06,1704,10%,i,30,i,-4,4.6,2.5,9.1,0%,-0.2,1119,-3,656,1.1

# Fetched by compound from the entries so far, 3 records:
SMILES,Insulin prom up,Insulin prom up cell count,PMI inhibitors,T cell modulator,T cell modulator vesicle-bound %,Autophagy mod,Autophagy mod cell loss 18 h,MT stabilizer,MT stabilizer Hoechst-high %,MT stabilizer cytotoxicity %,PMI inhibition,bCat nuc transl,bCat nuc transl cell count 5 µM,Lipid droplet,Lipid droplet cells 6.5 µM,TNAP activators
COc1ccc(/C=N/NC2=NCCCCC2)c(OC)c1,0.08,1306,-18%,i,47,i,12,3.2,1.2,0.4,4%,-2.6,1075,2,690,1.1
CCOC(=O)C(C)Oc1nc(Oc2ccccc2)nc(N(C)C)n1 (stereo not given),0.66,1242,10%,i,28,i,10,3.2,3.3,4.7,6%,-3.6,1208,0,781,1.1
Cc1cc(C(=O)Nc2cccc(S(=O)(=O)N3CCCCC3)c2)c2ccccc2n1,-1.4,1241,4%,i,13,i,-8,1.8,3.0,2.0,8%,-0.6,1088,-23,681,1.2

# Next compounds follow.
SMILES,Insulin prom up,Insulin prom up cell count,PMI inhibitors,T cell modulator,T cell modulator vesicle-bound %,Autophagy mod,Autophagy mod cell loss 18 h,MT stabilizer,MT stabilizer Hoechst-high %,MT stabilizer cytotoxicity %,PMI inhibition,bCat nuc transl,bCat nuc transl cell count 5 µM,Lipid droplet,Lipid droplet cells 6.5 µM,TNAP activators
CCc1cc(=O)oc2c(C)c(O)c(CN3CCCCC3)cc12,0.62,1236,5%,i,58,i,-4,3.0,2.1,8.2,2%,1.6,1158,.,.,1.1
COc1cc(-c2nc3ccccc3s2)ccc1O,-0.02,931,6%,i,18,i,33,3.1,1.2,1.6,6%,2.9,1129,-3,739,1.1
COc1cc(C(=O)C(=O)c2cc(OC)c(O)c(OC)c2)cc(OC)c1O,-0.04,1485,.,i,63,.,.,.,.,.,.,2.2,1110,3,665,.
Cn1c(C(C)(O)C(O)c2ccccc2)nc2ccccc21 (stereo not given),0.31,1243,10%,i,39,i,-13,4.5,2.8,9.0,7%,-1.6,514,8,642,1.1
Cc1cc(C(=O)CSc2nnnn2C)c(C)n1-c1ccc2c(c1)OCCO2,-0.29,840,4%,i,40,i,-16,4.1,3.5,9.0,2%,-3.4,1127,-8,734,1.1
CCOC(=O)C(C#N)C(c1cccnc1)c1c(C)[nH][nH]c1=O (stereo not given),-0.29,1366,5%,i,64,i,4,1.7,1.8,3.5,0%,-0.1,1054,5,673,1

# The order is random; about 2.9% have a hit in one of these screens.
